High-throughput results (PubChem)
12-LOX inh: Primary qHTS assay for inhibitors of human arachidonate 12S-lipoxygenase (ALOX12): Round 2. Potency, µM (series often up to 108 µM), without a hit: at the top dose activity change, negative = inhibition, usual class: inhibitors. actives 1.1% (n = 580,000). purified 12hLO, xylenol orange hydroperoxide absorbance; active = well fitted inhibition curve with a large enough effect; inconclusive = small, poorly fitted or top-dose-only effect, or another doubt; inactive = no such curve, though single readings can be large or run the other way
Target sequence (P18054 whole entry, looked up): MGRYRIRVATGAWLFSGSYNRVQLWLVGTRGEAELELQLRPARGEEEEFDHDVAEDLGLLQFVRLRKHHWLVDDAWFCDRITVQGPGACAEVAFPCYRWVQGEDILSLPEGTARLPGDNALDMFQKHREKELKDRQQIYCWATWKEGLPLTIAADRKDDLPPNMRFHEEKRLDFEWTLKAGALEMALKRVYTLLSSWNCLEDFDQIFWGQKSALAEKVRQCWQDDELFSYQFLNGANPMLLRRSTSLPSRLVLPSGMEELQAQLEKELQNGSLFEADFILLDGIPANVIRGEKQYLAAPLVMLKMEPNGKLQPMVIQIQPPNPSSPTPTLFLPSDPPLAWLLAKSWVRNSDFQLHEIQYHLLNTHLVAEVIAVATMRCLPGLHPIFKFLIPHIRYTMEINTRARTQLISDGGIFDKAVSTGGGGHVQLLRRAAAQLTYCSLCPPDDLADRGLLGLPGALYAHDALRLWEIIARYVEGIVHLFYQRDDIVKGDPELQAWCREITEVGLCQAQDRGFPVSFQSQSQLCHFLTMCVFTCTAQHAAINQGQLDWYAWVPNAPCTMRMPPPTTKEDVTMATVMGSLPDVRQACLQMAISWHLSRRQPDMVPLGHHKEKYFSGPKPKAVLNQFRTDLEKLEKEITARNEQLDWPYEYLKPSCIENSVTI
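Purified human 12hLO at 150 nM in 25 mM Hepes, 0.01% Triton X-100, pH 7.0, preincubated 15 min at room temperature with compound. Reaction started with 40 uM arachidonic acid, 30 min at room temperature. Hydroperoxide measured by Fe-xylenol orange, 573/405 nm absorbance ratio.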
An asterisk follows results filed as active; & = joins results of further samples; [ ] = remark or other dose. % is scaled to controls: 0 for no effect and ±100 for the full control effect; potency is read from the fitted curve at half-maximal effect.

Preview, two compounds:
CCOc1ccc(C(C)NC(=O)Cc2ccccc2C)cc1 (stereo not drawn) was read as 12-LOX inh 29.5%.
Screening COCCn1c(CCC(=O)Nc2ccc(F)c(F)c2)nc2c1c(=O)[nH]c(=O)n2CC(C)C returned 12-LOX inh 6.3%.

This part in full, from the first entry:
CCOc1ccc(C(C)NC(=O)Cc2ccccc2C)cc1 (stereo not drawn) was read as 12-LOX inh 29.5%.
Screening COCCn1c(CCC(=O)Nc2ccc(F)c(F)c2)nc2c1c(=O)[nH]c(=O)n2CC(C)C returned 12-LOX inh 6.3%.
For CCOc1cccc2cc(S(=O)(=O)c3ccc(Cl)cc3)c(=O)oc12 the results were 12-LOX inh -19.4%.
Screening NC(=O)CN1C(=O)[C@@H]2CN(C(=O)CC3(CC(=O)O)CCCC3)CCN2C1=O returned 12-LOX inh 1.7%[176 µM].
For c1cnc2[nH]cc(-c3nc4ccncc4[nH]3)c2c1 the results were 12-LOX inh 40.9%&51.2%[activator][176 µM].
`COC[C@]1(O)CCN(S(=O)(=O)c2ccccc2OC)CC1(C)C` gave 12-LOX inh 138.1%[activator].
Cc1ccccc1Nc1cnc2ccc(N3CCOCC3)nn12 was read as 12-LOX inh 20.9%[176 µM].
COc1ccc(CNC2CN(C(=O)OC(C)(C)C)C2)cc1 was read as 12-LOX inh 8.2%[6.33 µM].
For CCC(=O)Nc1ccc(C2(C(=O)N(C)C)CCC2)cc1 the results were 12-LOX inh 44.0%.
`CCCc1nnsc1C(=O)N[C@@H]1CCOC[C@H]1Oc1ccccn1` gave 12-LOX inh 13.3%.
Cc1cc(C)c2c(-n3cccc3)nn(CC(=O)Nc3ccc(Cl)cc3)c2n1 was read as 12-LOX inh -36.0%.
Screening Cc1cnc2c(S(=O)(=O)N3CCC(NS(=O)(=O)c4ccccc4)CC3)cccc2c1 returned 12-LOX inh inconclusive.
O=C(NCc1ccccc1)c1ccc(-c2cccc3c2CCNC3)o1 was read as 12-LOX inh 62.0%[activator].
COC(=O)C1=C(C)NC(=O)NC1c1ccccc1OC (stereo not drawn) was read as 12-LOX inh 19.3%.
For OCC1(CN2CCCC2)CCN(Cc2ccc(Cl)cc2)CC1 the results were 12-LOX inh 52.6%[activator].
`O=C1NCCCCCCN(Cc2ccncc2)[C@@H]2CN(S(=O)(=O)c3cccc(F)c3)CC[C@H]12` gave 12-LOX inh inconclusive.
`CCCNC(=O)CC(c1ccc(F)cc1)c1c[nH]c2ccccc12` (stereo not drawn) gave 12-LOX inh inconclusive.
Cc1ccn(CCC(=O)N2CCOc3ccc(C(O)C4CCCCC4)cc3C2)n1 (stereo not drawn) was read as 12-LOX inh -5.6%.
For C[C@@H]1CN(Cc2ccc3c(c2)CN(Cc2cccc(O)c2)CCO3)C[C@H](C)O1 the results were 12-LOX inh 2.4%.
Screening COc1cccc(-c2nc(-c3cc4cccc(C)c4nc3OC)no2)c1 returned 12-LOX inh -4.2%.
For N#Cc1ccc(C(=O)Nc2ccc(=O)n3c2[C@@H]2C[C@@H](CN(C(=O)c4ccc(F)cc4)C2)C3)cc1 the results were 12-LOX inh 5.7%.
`COC(=O)[C@]1(C#N)CC(=O)N([C@H](c2ccccc2)[C@H](O)c2ccccc2)[C@@H]1c1ccccc1` gave 12-LOX inh 2.0%.
Screening Cn1c(=O)c2c(ncn2Cc2cccc(OC(F)F)c2)n(C)c1=O returned 12-LOX inh inconclusive.
`CCc1noc(-c2cn(C3CCN(C(=O)c4ccoc4)C3)nn2)n1` (stereo not drawn) gave 12-LOX inh 33.9%.
O=C(c1cccs1)N1CC(Oc2ccc(-c3nc(-c4ccccc4)no3)cc2)C1 was read as 12-LOX inh 2.7%.
For Cc1noc(-c2ccn3c(CNC(=O)c4ccco4)nnc3c2)n1 the results were 12-LOX inh 31.4%[activator].
For O=C(c1ccoc1)N1CCC(c2nc(C3CCOCC3)no2)C1 (stereo not drawn) the results were 12-LOX inh 11.6%.
Cc1csc(C(C)N(C)C(=O)c2cc(Cn3nc(C)cc3C)[nH]n2)n1 (stereo not drawn) was read as 12-LOX inh 63.1%[activator].
Screening Cc1cccc(C)c1-n1nnnc1C1(Nc2ccccc2)CCCC1 returned 12-LOX inh -50.6%.
For CCCCN1C(=O)C2(CC(=O)Nc3[nH]ncc32)c2ccccc21 (stereo not drawn) the results were 12-LOX inh 27.7%.
For Cc1nc2nc(NCc3cc(F)cc(F)c3)[nH]n2c(=O)c1CCO the results were 12-LOX inh -21.5%.
For Cc1ccc2c(C)c(C(=O)N3C[C@@H](CN4CCC(O)CC4)[C@@H](CO)C3)oc2c1 the results were 12-LOX inh 50.6%[activator].
`Cn1ccc2cc(-c3ccc4c(n3)c(=O)ncn4CC3CC3)ccc21` gave 12-LOX inh inconclusive.
For CN(C)CC(C)(C)NC(=O)c1csc2nc(-c3cccc(C(F)(F)F)c3)cn12 the results were 12-LOX inh 38.3%[activator].
For FC(F)(F)c1cc(Cl)c2nnc(SCc3cccc(Br)c3)n2c1 the results were 12-LOX inh 24.9%.
For CN1CC2(CCCN(Cc3cc4ccccc4n(C)c3=O)C2)OC1=O (stereo not drawn) the results were 12-LOX inh 13.5%.
Screening O=C(c1ccccc1)N1CCc2sc(C(=O)N3CCN(c4ccc(F)cc4)CC3)cc2C1 returned 12-LOX inh 28.9%.
`CC(Nc1ccc(NC(=O)c2cccc[n+]2[O-])cc1)c1ccccc1` (stereo not drawn) gave 12-LOX inh -5.5%.
For N#Cc1nc(/C=C/c2ccc(F)cc2)oc1N1CCCC1 the results were 12-LOX inh inconclusive.
Screening Cc1noc(C)c1CC(=O)N1CCOc2c(cc(-c3nc4ccccc4s3)cc2OC2CCOC2)C1 (stereo not drawn) returned 12-LOX inh -3.7%.
Cc1ccc2c(CC(=O)N3CCOc4ccc(CN5CCOCC5)cc4C3)cc(=O)oc2c1 was read as 12-LOX inh -0.3%&21.1%.
For Cc1cccc(OCC(=O)N2CCC(OC3CCN(C)CC3)CC2)c1 the results were 12-LOX inh -1.6%.
O=C(c1ccc(F)cc1)N1CCN(c2nc3ncccc3o2)CC1 was read as 12-LOX inh -3.3%[176 µM].
For CC(C)C/C=C(/C#N)c1nc2ccccc2[nH]1 the results were 12-LOX inh inconclusive.
Cc1noc(C)c1NC(=O)N(C)C[C@@H]1OCc2cn(nn2)CCCC(=O)N([C@@H](C)CO)C[C@H]1C was read as 12-LOX inh inconclusive.
CCc1[nH]nc(C(=O)N2CC[C@H](N3CCOCC3)[C@H](CCC(=O)O)C2)c1C was read as 12-LOX inh 6.5%.
`CCCC1=C(C(=O)OCC)C(c2cccc3ccccc23)C(C#N)=C(N)O1` (stereo not drawn) gave 12-LOX inh inconclusive.
Cc1cccc(-n2ncc3c2CCCC3NC(=O)c2c(F)ccc(F)c2F)c1C (stereo not drawn) was read as 12-LOX inh 33.0%.

6 entries out of the list, sorted by formula weight, largest number first:
Cc1noc(C)c1NC(=O)N(C)C[C@@H]1OCc2cn(nn2)CCCC(=O)N([C@@H](C)CO)C[C@H]1C was read as 12-LOX inh inconclusive.
Screening O=C(c1ccccc1)N1CCc2sc(C(=O)N3CCN(c4ccc(F)cc4)CC3)cc2C1 returned 12-LOX inh 28.9%.
Cc1ccc2c(CC(=O)N3CCOc4ccc(CN5CCOCC5)cc4C3)cc(=O)oc2c1 was read as 12-LOX inh -0.3%&21.1%.
Cc1cccc(-n2ncc3c2CCCC3NC(=O)c2c(F)ccc(F)c2F)c1C (stereo not drawn) was read as 12-LOX inh 33.0%.
`CC(Nc1ccc(NC(=O)c2cccc[n+]2[O-])cc1)c1ccccc1` (stereo not drawn) gave 12-LOX inh -5.5%.
O=C(c1ccc(F)cc1)N1CCN(c2nc3ncccc3o2)CC1 was read as 12-LOX inh -3.3%[176 µM].

Further structures follow.
Screening Cc1cnn(C(C)c2nc(-c3cccnn3)no2)c1 (stereo not drawn) returned 12-LOX inh 9.0%.
`O=C(O)c1cc(Sc2ccccc2C(F)(F)F)nc2ccccc12` gave 12-LOX inh inconclusive.
Screening Cc1ccc(S(=O)(=O)Oc2c(C)occc2=O)cc1 returned 12-LOX inh 18.4%.
`Fc1cccc(COc2ccc(-c3nnco3)cc2)c1F` gave 12-LOX inh 2.9%.
COCCNC(=O)CC(C)C1CCCCC1 (stereo not drawn) was read as 12-LOX inh 17.7%.
For N#C/C(=C/c1ccccc1)C(=O)Nc1ccc(N2CCOCC2)cc1 the results were 12-LOX inh 2.51µM*.
`COc1nc2ccccc2nc1N1CCC(C(=O)NCc2ccc(F)cc2)CC1` gave 12-LOX inh -0.2%.
For C=CCn1nc(C)c(CN2CCC(Oc3ccccc3OC)(C(=O)O)CC2)c1C the results were 12-LOX inh -6.3%.
`CNC(=O)[C@@H]1C[C@@H](n2cc(CN(C)C(=O)c3cc4ccccc4s3)nn2)CN1` gave 12-LOX inh inconclusive.
`COc1cccc(C(=O)N2C(C(=O)NCc3ccccc3F)COC23CCC(C)CC3)c1` (stereo not drawn) gave 12-LOX inh inconclusive.
O/N=C1\CCCCC1C1=CCCCC1 (stereo not drawn) was read as 12-LOX inh 25.3%.
`CCN(C(=O)C(C)S(=O)(=O)Cc1c(Cl)cccc1Cl)c1ccccc1` (stereo not drawn) gave 12-LOX inh -20.6%.
For Cc1cccc(C(C(=O)N2CCN(Cc3noc(C)n3)CC2)N(C)C)c1 (stereo not drawn) the results were 12-LOX inh 16.1%.
For CC1CCC(C(=O)NC(C)c2ccccc2)CC1 (stereo not drawn) the results were 12-LOX inh 0.9%.
CN1CCC(NC2(Cc3cc(CCO)on3)COC2)CC1 was read as 12-LOX inh 50.2%[activator][176 µM].
Cc1c(Cl)c(C(F)(F)F)nn1CC(=O)Nc1ccc(Cl)cc1 was read as 12-LOX inh inconclusive.
`CN1C(=O)CCC2(CNC(=O)Cc3ccccc3)CCC=C12` (stereo not drawn) gave 12-LOX inh 32.0%[activator].
COC(=O)C1=C(C)N=C2SC=C(CC(=O)N3CCCC3)N2C1c1ccc(OC)cc1 (stereo not drawn) was read as 12-LOX inh 42.2%.
CNC(=O)c1cc[nH]c1C1CCCN(C(=O)Cc2ccsc2)C1 (stereo not drawn) was read as 12-LOX inh 14.5%.
`COc1ccc(CNC(=O)C(C)C2CCOCC2)c(OC)c1` (stereo not drawn) gave 12-LOX inh -0.3%.
Cn1c(CC2CCS(=O)(=O)C2)nnc1SCC(=O)Nc1ccc(-c2ccccc2)cc1 (stereo not drawn) was read as 12-LOX inh -5.5%.
`Cc1cccc(NC(=O)CSc2nnc(Cc3ccccc3)n2-n2cccc2)c1` gave 12-LOX inh -15.6%.
`Cc1ccc(C(=O)N2CCC(N3CC4CC(C3)[C@H]3CCCC(=O)N3C4)CC2)s1` (stereo partly drawn) gave 12-LOX inh 16.9%.
`O=C(O)c1cccc(C(=O)O)c1S(=O)Cc1ccccc1` (stereo not drawn) gave 12-LOX inh inconclusive.
`O=C(Nc1cccc(-c2ccc(N3CCOCC3)nn2)c1)Nc1ccccc1C(F)(F)F` gave 12-LOX inh -10.6%.
CC(C)(C(=O)Nc1ccc(F)c(NC(=O)C2CC2)c1)c1ccccc1 was read as 12-LOX inh -22.8%.
For C=CCNC(=O)O[C@@H]1CC[C@]2(C)C(CC[C@@H](O)[C@H]2CC(=O)NCc2ccc3c(c2)OCO3)[C@]1(C)CO (stereo partly drawn) the results were 12-LOX inh 8.2%.
For O=C(O)C[C@@H]1CCN(C(=O)Cc2ccccc2)C[C@@H]1CCN1C[C@@H]2C[C@H](C1)c1cccc(=O)n1C2 the results were 12-LOX inh inconclusive.
COCC(=O)Nc1ccc(-c2noc([C@@H]3CCCN3Cc3ncc[nH]3)n2)cn1 was read as 12-LOX inh 151.3%[activator][176 µM].
`CCCCn1c(N)c(N(CCC)C(=O)Cn2c(CSC)nc3ccccc32)c(=O)[nH]c1=O` gave 12-LOX inh -35.1%.
`N[C@H]1CN(C(=O)c2ccc(Cn3cnnn3)cc2)C[C@@H]1C1CC1` gave 12-LOX inh 1.5%.
`COc1ccc(C(=O)N2CCC3(CC2)NC(=O)N(Cc2ccccc2)C3=O)cc1F` gave 12-LOX inh -15.7%.
Fc1cccc(CNCCN2CCCC2)c1 was read as 12-LOX inh -7.3%.
COc1cccc(CN2CCC3(CC2)Cc2ccccc2CNC3=O)n1 was read as 12-LOX inh 5.2%[6.33 µM].
CC(C)c1ccc(CN2CCc3nc(N4CCN(C)CC4)[nH]c(=O)c3CC2)cc1 was read as 12-LOX inh 38.7%[activator].
CSc1ccc(CNC(=O)c2cc3c(s2)CCCC3)cc1 was read as 12-LOX inh inconclusive.
For CC(C)c1ccc(NC(=O)CN2C(=O)NC3(CCCCC3)C2=O)cc1 the results were 12-LOX inh inconclusive.
O=C(CCc1nc2ccccc2c(=O)[nH]1)N1CCCCC1 was read as 12-LOX inh 34.2%[activator].
CC(=O)Nc1ccc(CN2CCc3nc(C(C)C)nc(-c4ccc(Cl)cc4)c3CC2)cc1 was read as 12-LOX inh 10.7%[6.33 µM].
COc1ccc(-c2nnc3ccc(Nc4ccc(Cl)cc4)nn23)cc1 was read as 12-LOX inh -15.0%.
Nc1nc(COC(=O)c2ccc(O)cc2)nc2ccccc12 was read as 12-LOX inh 11.3%.
Screening CN1C[C@H](O)C[C@H]1c1nnc2n1CCN(C(=O)c1ccsc1)CC2 returned 12-LOX inh 42.1%[activator].
`CCc1nc(-c2ccc(OC3CCN(CCc4ccccc4)C3)cc2)no1` (stereo not drawn) gave 12-LOX inh 8.9%.
For Cc1cc(C)cc(CCC(=O)N2CCC3(CC2)C(C(=O)O)CC(=O)N3C)c1 (stereo not drawn) the results were 12-LOX inh -11.7%.

The list is partial; rates above refer to the full screens.
